Apaf1 inhib: human Apaf-1 inhibition. O14727. reconstituted apoptosome caspase-3 activity, DEVD-Rh110 fluorescence. inhibition, % at 20 µM. hit rate 0.71% among 330,000. AID 489030; active = inhibition of at least 40% at 20 µM;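 note: plate controls were DMSO wells for no effect and DEVD-CHO caspase inhibitor wells for full effect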
Target sequence (O14727 whole entry, looked up): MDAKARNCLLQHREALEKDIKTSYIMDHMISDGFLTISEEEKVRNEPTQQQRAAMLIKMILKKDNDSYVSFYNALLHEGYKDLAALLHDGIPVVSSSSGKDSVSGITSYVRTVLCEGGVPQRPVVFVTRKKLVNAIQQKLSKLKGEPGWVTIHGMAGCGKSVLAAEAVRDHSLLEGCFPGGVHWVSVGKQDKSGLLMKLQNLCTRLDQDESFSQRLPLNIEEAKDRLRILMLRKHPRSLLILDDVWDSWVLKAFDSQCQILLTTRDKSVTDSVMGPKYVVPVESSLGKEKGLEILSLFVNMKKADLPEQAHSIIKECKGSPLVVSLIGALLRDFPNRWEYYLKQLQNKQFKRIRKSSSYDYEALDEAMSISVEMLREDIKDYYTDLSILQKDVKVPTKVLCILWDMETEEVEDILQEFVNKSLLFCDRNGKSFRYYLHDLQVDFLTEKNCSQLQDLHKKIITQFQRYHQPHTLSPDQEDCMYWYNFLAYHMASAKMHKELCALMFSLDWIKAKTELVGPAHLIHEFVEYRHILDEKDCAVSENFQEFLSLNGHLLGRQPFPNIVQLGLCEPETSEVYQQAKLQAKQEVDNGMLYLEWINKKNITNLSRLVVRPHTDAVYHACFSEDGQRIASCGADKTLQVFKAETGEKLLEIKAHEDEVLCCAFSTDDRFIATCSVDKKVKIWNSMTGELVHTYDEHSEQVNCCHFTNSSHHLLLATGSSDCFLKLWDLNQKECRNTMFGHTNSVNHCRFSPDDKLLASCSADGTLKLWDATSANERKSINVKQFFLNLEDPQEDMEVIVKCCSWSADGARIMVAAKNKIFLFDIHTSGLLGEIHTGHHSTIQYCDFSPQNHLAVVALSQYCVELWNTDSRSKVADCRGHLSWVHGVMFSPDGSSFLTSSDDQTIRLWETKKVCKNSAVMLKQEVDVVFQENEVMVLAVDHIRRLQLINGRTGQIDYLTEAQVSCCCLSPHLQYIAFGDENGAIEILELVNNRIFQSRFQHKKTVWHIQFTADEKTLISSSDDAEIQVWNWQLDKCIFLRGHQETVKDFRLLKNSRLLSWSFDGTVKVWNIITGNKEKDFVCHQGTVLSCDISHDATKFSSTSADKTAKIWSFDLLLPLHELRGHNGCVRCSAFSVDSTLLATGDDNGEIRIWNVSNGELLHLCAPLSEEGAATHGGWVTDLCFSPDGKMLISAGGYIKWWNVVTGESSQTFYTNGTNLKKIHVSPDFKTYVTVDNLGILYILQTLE
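Material: reconstituted apoptosome with Apaf-1, cytochrome c, caspase-9, procaspase-3, dATP / Buffer or medium: pH 7.5 Hepes buffer with CHAPS, BSA, DTT / Also added: cytochrome c with DEVD-Rh110 / Schedule: compound with Apaf-1, dATP, procaspase-3 30 min, then 50 min reaction, room temperature / Technique: rhodamine 110 fluorescence at Ex 480/Em 540 nm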
SENP1 inh: SENP1 (human) catalytic domain inhibition; Q9P0U3; AID 624204; hit rate 0.21% among 360,000; inhibition, % at 10 µM; recombinant SENP1 catalytic domain, CyPet-SUMO1-YPet FRET cleavage;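 active = inhibition at least 30% at 10 µM, raw YFP signal under a set limit, fluorescence ratio 0.5 to 1.5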;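 note: 0% = enzyme with DMSO and 100% = no enzyme wells; some results filed as inactive read as strong as hits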
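material = recombinant human SENP1 catalytic domain, His6-tagged | quantity = 20 pM enzyme | reagent = 25 nM SUMO1 FRET substrate | compound dosing = 10 µM single point, 0.5% DMSO | timing = 50 min enzyme reaction, room temperature, light-protected | detection = FRET, CFP and YFP emission | control set = no-enzyme low, enzyme-DMSO high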
SENP8 block-1: inhibitors of human SENP8 protease; Q96LD8; purified SENP8, Z-RLRGG-aminoluciferin cleavage, luminescence; inhibition, % at 10 µM; hit rate 1.2% among 330,000; AID 2540; in the data active = inhibition above about 50%
UBC13 inh: inhibitors of human UBC13 polyubiquitin chain formation; P61088; TR-FRET; inhibition, % at 20 µM; hit rate 0.47% among 330,000; in the data active = inhibition above about 45%, passing the limit was not always enough
SENP6 inh: inhibitors of human SENP6 protease; Q9GZR1; Recombinant SENP6 catalytic domain, aminoluciferin luminescence; AID 2599; inhibition, % at 10 µM; hit rate 1.8% among 330,000;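 active = inhibition above about 50% at the single tested dose, limit read from the data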;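 note: plate controls were DMSO wells with enzyme for no effect and DMSO wells lacking enzyme for full effect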
A3G deaminase: inhibitors of human APOBEC3G DNA deaminase. Q9HC16. inhibition, % at 20 µM. hit rate 0.28% among 330,000. recombinant A3G, ssDNA deamination FAM/TAMRA fluorescence;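 active = inhibition of at least 40% at 20 µM, with no more than 30% in the related APOBEC3A deaminase screen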;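 note: plate controls were DMSO wells with A3G for no effect and wells lacking A3G enzyme for full effect; some compounds called inactive have numbers as strong as hits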
SENP8 block-2: SENP8 (human) protease inhibition; Q96LD8; recombinant SENP8, Nedd8 substrate fluorescence; inhibition, % at 20 µM; hit rate 0.64% among 360,000; AID 602440; in the data active = inhibition mostly above about 40%, no sharp cut-off; inactive = mostly below about 27%
SENP7 block: SENP7 protease inhibition; hit rate 1.5% among 330,000; inhibition, % at 5 µM; recombinant SENP7, Z-RLRGG-aminoluciferin luminescence, 40 min;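 active = inhibition above about 50% at the single test dose, limit read from the data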;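 note: plate controls were DMSO with enzyme for no effect and no enzyme buffer wells for full effect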
Numbers without * were called inactive; · = no result given. This is a subset; count on the stated rates, not on these rows.

SMILES	Apaf1 inhib	SENP1 inh	SENP8 block-1	UBC13 inh	SENP6 inh	A3G deaminase	SENP8 block-2	SENP7 block
Cn1c(C(=O)N2CCC3(CC2)OCCO3)cc2c(=O)n(C)c3ccccc3c21	-16	4	-3	2	-14	-7	4	-5
CCN1CCN(C(=O)COc2ccc(S(=O)(=O)N(C)Cc3ccccc3)cc2)CC1	11	-2	-7	-12	-2	-6	9	-7
C[C@]12CC[C@@H]3c4ccc(O)c(O)c4CC[C@H]3[C@@H]1CC[C@@H]2O	14	-1	13	17	-2	64*	45*	4
CC(=O)Nc1cc(C(=O)N2CCC3(CC2)OCCO3)ccc1Sc1ccc(C)cc1	2	-1	-2	7	9	1	8	0
COCCNC(=O)c1ccc(N2CC3CC(C2)c2cccc(=O)n2C3)c([N+](=O)[O-])c1 (centres undefined)	8	-1	-5	-12	-6	-11	13	-12
CN(C)CC1CSCCC1(O)c1ccccc1 (centres undefined)	-11	-1	3	3	-8	-9	20	1
CN1C(=O)N(C)C(=O)C2(Cc3cc([N+](=O)[O-])ccc3N(C)C2)C1=O	-17	2	2	-21	-6	-15	5	-2
CN1C2CCC1C(C(=O)O)C(OC(=O)c1ccccc1)C2 (centres undefined)	4	-3	-6	-3	-9	-6	10	-2
COC(=O)C1=C(c2ccc(Cl)c(C(F)(F)F)c2)C[C@@H]2CC[C@H]1N2C(=O)NCc1ccc2c(c1)OCO2	10	2	-12	-1	-14	-2	11	0
O=c1[nH]c(O)c(N=Nc2ccc([N+](=O)[O-])cc2)c(=O)[nH]1	-3	-24	-6	-22	12	-3	17	6
O=c1[nH]c(=O)n(CCc2ccc(F)cc2)c(O)c1C=NCCCn1ccnc1	8	-5	-10	4	-1	1	19	5
Cc1ccsc1C(=O)C1CCCN(Cc2ccc(-n3cccn3)cc2)C1 (centres undefined)	-20	2	1	-2	1	-8	36	3
COC(=O)C1=C(c2cccc(C#N)c2)C[C@@H]2CC[C@H]1N2C(=O)NCc1ccc(F)cc1	1	2	0	15	13	-12	16	4
C[N+]1(C)C2CCC1CC(OC(=O)c1ccco1)C2 (centres undefined)	-10	1	-4	-2	-15	30	21	6
Cn1cccc1CNCCc1ccccc1F	-6	0	0	-12	19	-3	-44	-5
C[C@]12CC[C@H]3[C@@H](CC[C@]4(O)C[C@@H](O)CC[C@]34C=O)[C@@]1(O)CC[C@@H]2C1=CC(=O)OC1	-3	0	-3	-32	-14	-4	9	1
Cc1cc(OC(C)C(=O)NCc2cccnc2)c2c3c(c(=O)oc2c1)CCC3 (centres undefined)	-6	4	-4	9	-5	-2	-270	-5
C#CC1(OC(=O)c2ccccc2)CC(C)N(C)CC1C (centres undefined)	-13	2	4	-2	15	-3	17	-2
CC(C)(C)N1Cc2ccccc2C1=N	3	-1	-2	1	0	-7	8	-14
COC(=O)C1=C(C)OC(N)=C(C#N)C12C(=O)Nc1ccccc12 (centres undefined)	-20	2	10	4	29	-9	7	5
Cn1c(O)c(C=NC2CCCCC2)c(=O)[nH]c1=S	-18	0	0	5	0	-8	4	0
CCOC(=O)N1CCN(C(C)C(=O)c2c[nH]c3ccccc23)CC1 (centres undefined)	7	-9	-8	-11	-8	-4	0	-4
C=C1CC[C@@]2(O)[C@H]3Cc4ccc(O)c5c4[C@@]2(CCN3CC2CC2)[C@H]1O5	-5	0	-9	-9	-20	-6	-4	-11
COc1ccc2[nH]c(C)c(CCNCc3cccnc3)c2c1	-3	10	5	-15	16	-5	-2	12
O=C1NC(=O)C2(Cc3ccccc3N3CCOCC32)C(=O)N1c1ccccc1 (centres undefined)	-16	-2	5	15	2	-2	-3	-4
SMILES	Apaf1 inhib	SENP1 inh	SENP8 block-1	UBC13 inh	SENP6 inh	A3G deaminase	SENP8 block-2	SENP7 block
COc1ccc2c3c([nH]c2c1)C(C)NCC3 (centres undefined)	26	-20	-9	6	-20	-16	-190	10
Cc1ccc2c(c1)C(c1ccccc1)=NCC(=O)N2	7	-2	-5	-2	-2	-3	9	-6
CN1CCN(c2ccc([N+](=O)[O-])c(N)c2)CC1	-12	0	3	-30	0	-6	20	-1
CCC(=NCCCn1ccnc1)c1c(O)n(-c2ccc(OC)cc2)c(=O)[nH]c1=O	-3	2	0	1	-19	-3	18	10
Cc1cc(/C=C2\C(=O)NC(=O)N(c3ccc(Br)cc3)C2=O)c(C)n1C	4	-15	2	-24	20	-1	-22	10
CC(C)CCOP(N)(=O)Oc1ccccc1 (centres undefined)	2	1	-14	-5	-3	-14	3	-16
Nc1cnn(-c2ccccc2)c(=O)c1Cl	-5	0	3	2	-6	-7	9	-4
CC(C)[C@H]1C(=O)O[C@@H]2CCN3CC=C(COC(=O)[C@](C)(O)[C@]1(C)O)[C@H]23	0	-1	0	-3	-1	0	15	0
O=C(c1ccc(C(F)(F)F)cc1)C1CCCN(C2CCSCC2)C1 (centres undefined)	6	0	-4	-2	-7	-4	10	-10
CCCCCc1nc2ccccc2c(=O)n1-c1ccc(Cl)cc1[N+](=O)[O-]	-1	-2	0	10	-4	-3	17	-2
CC(C)CCNC(=O)c1cc(C(=O)c2cc(F)ccc2O)cn(CCC(C)C)c1=O	6	-3	-6	-2	0	-4	11	2
COc1ccc(C(CNC(=O)CCc2ccsc2)N(C)C)cc1 (centres undefined)	3	1	0	4	7	-9	6	2
Cc1c(O)ccc(C(=O)CN2CC(C)OC(C)C2)c1O (centres undefined)	-1	3	-6	-2	3	-6	-28	14
Cc1ccccc1-n1c(C)cc(/C=C2/C(=O)NC(=O)N(Cc3ccco3)C2=O)c1C	21	-61	-12	-23	-15	-5	-4	-8
CC(=NCc1cccnc1)c1c(O)n(-c2ccc(Cl)cc2)c(=O)[nH]c1=O	-8	0	-7	6	-10	1	6	3
O=c1[nH]c(=S)n(-c2ccccc2)c(O)c1/C=N/N1CCCCC1c1cccnc1 (centres undefined)	9	-6	-2	-10	-7	3	14	5
O=C(COc1ccc(S(=O)(=O)N2CCCCC2)cc1)N1CCN(Cc2ccccc2)CC1	10	-2	-3	6	-7	-3	21	-6
CCN1C[C@]2(CO)CC[C@H](OC)[C@@]34C2[C@H](OC)[C@@](O)(C13)[C@@]1(O)C[C@H](OC)[C@H]2C[C@@H]4[C@@H]1[C@H]2OC	-1	-5	-7	-1	-25	-8	5	-8
Cc1ccc(C(=O)Nc2ccc(-n3ccnc3P(=O)(O)c3ccccc3)cc2)cc1	-14	2	-3	0	-1	-3	15	-3
C#CC[N+]1(C)[C@@H]2CC(OC(=O)C(CO)c3ccccc3)C[C@H]1C(O)C2 (some centres undefined)	8	1	-6	-6	-7	-8	12	-4
CCC1(CC)C(=O)N(C)C(=O)NC1=NC	-15	0	-1	-1	7	-2	12	-1
CCC1(CC)C(=N)N(C)C(=O)NC1=O	4	2	-9	-12	-21	-8	17	-17
O=C1NC(=O)N(CCNc2ncc(C(F)(F)F)cc2Cl)C(=O)C1/C=N/OCc1c(F)cccc1Cl (centres undefined)	-1	-2	3	-6	-3	-7	18	5
CCCCSP1(=S)NCCCN1	-6	1	-2	3	2	-5	20	1
O=C1OC(c2ccc(Br)cc2)=N/C1=C\N1CC2CC(C1)c1cccc(=O)n1C2 (centres undefined)	3	2	-2	-12	3	-2	-18	0
SMILES	Apaf1 inhib	SENP1 inh	SENP8 block-1	UBC13 inh	SENP6 inh	A3G deaminase	SENP8 block-2	SENP7 block
COc1cccc(CN2CCN(C(=O)COc3ccc4ccccc4c3)CC2)c1	11	0	0	1	-3	8	10	7
CCNc1nc2[nH]c(=O)c3c(c2s1)OC(N)=C(C#N)C3c1cccs1 (centres undefined)	-25	-21	5	-18	5	-7	-89	7
CC1CN(c2cc([N+](=O)[O-])ccc2Cl)CC(C)N1 (centres undefined)	-12	3	-1	-8	-7	-2	8	2
COc1ccc(-n2c(SC)nc3ccccc3c2=O)cc1	11	2	1	-1	6	11	13	4
OC12CCCCC1C(c1ccccc1)NCC2 (centres undefined)	-11	1	-14	-6	4	-2	8	17
Cc1sc2nc(COC(=O)Cc3ccccc3)[nH]c(=O)c2c1C	7	5	-4	4	1	-3	14	8
COC(=O)C1C2c3ccccc3C(c3ccccc32)C1C(=O)OC (centres undefined)	3	1	-16	-9	-31	-3	20	-9
C[N+]12CCC(CC1)C(=C(c1ccccc1)c1ccccc1)C2	2	0	-5	-9	-1	22	16	-2
C=CC(C)C(C(=O)c1ccccc1)N(C)C (centres undefined)	12	0	-5	-4	-10	-10	1	-7
O=[N+]([O-])c1ccc(NCc2ccccc2)c2nonc12	35	·	21	-442	43	-33	·	26
COc1ccc(C(=O)OC2CC3CCC(C2)[N+]3(C)[O-])cc1OC (centres undefined)	-5	2	4	3	-10	-4	19	-4
CN(C)c1cc[n+](CC(O)C[n+]2ccc(N(C)C)cc2)cc1	-5	1	8	-1	-11	-7	14	-10

A different layout for two compounds above.
Structure | Apaf1 inhib | SENP1 inh | SENP8 block-1 | UBC13 inh | SENP6 inh | A3G deaminase | SENP8 block-2 | SENP7 block
CCNc1nc2[nH]c(=O)c3c(c2s1)OC(N)=C(C#N)C3c1cccs1 (centres undefined) | -25 | -21 | 5 | -18 | 5 | -7 | -89 | 7
CC1CN(c2cc([N+](=O)[O-])ccc2Cl)CC(C)N1 (centres undefined) | -12 | 3 | -1 | -8 | -7 | -2 | 8 | 2

Limited to Apaf1 inhib, for four of the compounds above:
mol | Apaf1 inhib
COc1ccc(-n2c(SC)nc3ccccc3c2=O)cc1 | 11
OC12CCCCC1C(c1ccccc1)NCC2 (centres undefined) | -11
Cc1sc2nc(COC(=O)Cc3ccccc3)[nH]c(=O)c2c1C | 7
COC(=O)C1C2c3ccccc3C(c3ccccc32)C1C(=O)OC (centres undefined) | 3

Look-ups from the results shown.
For SENP1 inh, C=CC(C)C(C(=O)c1ccccc1)N(C)C (centres undefined) reads 0
For SENP7 block, O=[N+]([O-])c1ccc(NCc2ccccc2)c2nonc12 reads 26
For SENP8 block-2, CCNc1nc2[nH]c(=O)c3c(c2s1)OC(N)=C(C#N)C3c1cccs1 (centres undefined) reads -89
For SENP7 block, CN(C)c1cc[n+](CC(O)C[n+]2ccc(N(C)C)cc2)cc1 reads -10
For SENP6 inh, COC(=O)C1C2c3ccccc3C(c3ccccc32)C1C(=O)OC (centres undefined) reads -31
For SENP7 block, Cc1sc2nc(COC(=O)Cc3ccccc3)[nH]c(=O)c2c1C reads 8
For UBC13 inh, COc1cccc(CN2CCN(C(=O)COc3ccc4ccccc4c3)CC2)c1 reads 1

Entries of single compounds as entered above. Order of screens: Apaf1 inhib | SENP1 inh | SENP8 block-1 | UBC13 inh | SENP6 inh | A3G deaminase | SENP8 block-2 | SENP7 block
Profile of `O=[N+]([O-])c1ccc(NCc2ccccc2)c2nonc12` = 35 | · | 21 | -442 | 43 | -33 | · | 26
Profile of `OC12CCCCC1C(c1ccccc1)NCC2` (centres undefined) = -11 | 1 | -14 | -6 | 4 | -2 | 8 | 17
Profile of `Cc1sc2nc(COC(=O)Cc3ccccc3)[nH]c(=O)c2c1C` = 7 | 5 | -4 | 4 | 1 | -3 | 14 | 8
Profile of `CCNc1nc2[nH]c(=O)c3c(c2s1)OC(N)=C(C#N)C3c1cccs1` (centres undefined) = -25 | -21 | 5 | -18 | 5 | -7 | -89 | 7
Profile of `COC(=O)C1C2c3ccccc3C(c3ccccc32)C1C(=O)OC` (centres undefined) = 3 | 1 | -16 | -9 | -31 | -3 | 20 | -9

Assay outcomes (PubChem)
